High-throughput results deposited in PubChem BioAssay by National Center for Advancing Translational Sciences (NCATS).
DRD3 agonist: agonists of human D3 dopamine receptor; P35462; D3R DiscoveRx beta-arrestin cells, luminescence, 90 min; max activation, %; 410,000 compounds, 0.58% hits; in the data active = max activation above about 30%; note: 0% is about no effect; mostly tested at two doses, the higher about 12 µM
Target sequence (P35462 whole entry, looked up): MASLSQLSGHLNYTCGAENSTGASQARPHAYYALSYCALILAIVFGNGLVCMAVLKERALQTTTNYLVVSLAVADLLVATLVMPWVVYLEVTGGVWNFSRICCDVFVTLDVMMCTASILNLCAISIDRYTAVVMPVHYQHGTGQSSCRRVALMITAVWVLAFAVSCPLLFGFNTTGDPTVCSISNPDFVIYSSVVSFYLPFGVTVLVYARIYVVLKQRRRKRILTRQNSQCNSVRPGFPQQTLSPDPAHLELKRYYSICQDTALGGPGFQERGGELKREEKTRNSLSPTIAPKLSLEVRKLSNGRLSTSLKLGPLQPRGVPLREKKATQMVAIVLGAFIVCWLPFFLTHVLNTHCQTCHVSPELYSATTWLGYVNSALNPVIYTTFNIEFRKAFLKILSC
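Agonist-mode cell screen: cells plated at 1500/well and incubated overnight at 37 °C, then exposed to library compounds for 90 min at 37 °C. Detection reagent was added for 30–60 min at room temperature, and luminescence was read.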
EPAC2 ag: EPAC2 (human) agonism; Q8WZA2; EPAC2 activation, biochemical qHTS; response scale: 100% = 6.5 mM cAMP response; Potency, µM (highest dose often 154 µM), inactives show at the top dose activation, most hits filed as activators; 360,000 compounds, 0.079% hits; note: potency is the fitted concentration of half-maximal effect; nearly all actives have a fitted effect of over 50% in size
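EPAC2 (100 nM) mixed with Rap1B loaded with BODIPY-GDP (250 nM) plus 50 uM unlabeled GDP; compounds pinned in, 5 min RT, then read every 5 min for 30 min (ex 480, em 540 nm). Normalized to cAMP control.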
PTHR1 agonist: PTHR1 (human) receptor agonism; Q03431; HEK293 GP2 PTHR1 cells, GloSensor cAMP luminescence, 1 h; Potency, µM (titrated, usually from 115 µM), for the others: top-dose activation, usual class: activators; 410,000 compounds, 0.075% hits; AID 743266; note: potency is the fitted concentration of half-maximal effect; nearly all actives have a fitted effect of over 55% in size; some results filed as inactive show a strong effect at the top dose; inactives centre near -15; many of its hits are not listed in these tables
Target sequence (Q03431 whole entry, looked up): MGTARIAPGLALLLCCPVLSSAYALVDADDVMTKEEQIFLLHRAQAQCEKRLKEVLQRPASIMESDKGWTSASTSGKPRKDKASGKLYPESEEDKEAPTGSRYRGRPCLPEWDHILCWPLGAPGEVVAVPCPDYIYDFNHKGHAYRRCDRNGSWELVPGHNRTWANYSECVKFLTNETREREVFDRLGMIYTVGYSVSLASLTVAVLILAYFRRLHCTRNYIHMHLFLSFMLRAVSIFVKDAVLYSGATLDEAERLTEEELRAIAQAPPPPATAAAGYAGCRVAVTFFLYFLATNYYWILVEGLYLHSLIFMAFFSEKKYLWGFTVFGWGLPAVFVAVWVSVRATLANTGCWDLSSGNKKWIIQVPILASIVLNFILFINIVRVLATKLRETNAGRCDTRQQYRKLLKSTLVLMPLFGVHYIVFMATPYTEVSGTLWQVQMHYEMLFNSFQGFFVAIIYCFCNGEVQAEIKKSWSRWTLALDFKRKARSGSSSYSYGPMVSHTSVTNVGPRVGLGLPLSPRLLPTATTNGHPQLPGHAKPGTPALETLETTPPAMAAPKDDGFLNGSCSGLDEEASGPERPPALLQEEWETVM
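HEK-293-derived GP2 cells expressing PTHR1 and a GloSensor cAMP reporter, 3,000/well, plated overnight, given luciferin plus IBMX (each 0.5 mM as added) for 1 h at 37 °C, then compound for 1 h at 37 °C. Luminescence was read after 15 min at room temperature.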
Akt phos inh: blocks phosphorylation of Akt. Neuro2A IGF-stimulated pAkt S473 HTRF, 20 min; stronger effect = lower value. activity change, % for hits at 50 µM. 360,000 compounds, 0.32% hits. AID 651550; in the data active = activity change below about -80%; inconclusive = mostly about -51% to -80%; note: % is set by controls: 0 for no effect and ±100 for the full control effect
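Neuro2A cells (4,500/well, DMEM with 0.5% FBS) were treated with compound at a single 50 µM final concentration, stimulated with 6 nM IGF for 20 min at 37 °C, and lysed. Phospho-Akt Ser473 was read by HTRF as 665/615 ratio ×10^4.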
CCT chaperon mod: modulators of cytosolic chaperonin (CCT/TRiC) activity. 360,000 compounds, 0.3% hits. activity change, % (no concentration beside the values), hits read low. purified chaperonin ATPase assay, HTRF ADP detection, 30 min; in the data active = activity change below about -30%; note: % is set by controls: 0 for no effect and ±100 for the full control effect
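First, chaperonin was dispensed at 40 nM or 20 nM final depending on batch activity. Next, compounds were pinned at 76 uM and ATP added at 10 uM. After 30 min at 37 °C, ADP detection reagents ran 30 min at ambient temperature.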
MmCpn inh: inhibitors of Methanococcus maripaludis chaperonin (MmCpn); 330,000 compounds, 0.031% hits; Potency, µM (top dose mostly 76.9 µM), for the others: top-dose activity, negative = inhibition, actives largely listed as inhibitors; purified Mm-Cpn ATPase, ADP Transcreener TR-FRET; note: potency is the fitted concentration of half-maximal effect; % is set by controls: 0 for no effect and ±100 for the full control effect; nearly all actives have a fitted effect of over 80% in size
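ATP (10 uM final) was added to archaeal chaperonin (25 nM final) after 10 min exposure to test compound at 37°C; after 30 min further incubation, ADP was detected by competitive TR-FRET.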
EPAC2 antagonist: antagonists of human EPAC2 | Q8WZA2 | EPAC2 GEF exchange of Rap1B-BODIPY-GDP, fluorescence | Potency, µM (series often up to 114 µM), inactives show top-dose activity, negative = inhibition, usual class: inhibitors | 360,000 compounds, 0.18% hits | AID 720708; note: potency is the fitted concentration of half-maximal effect; % is set by controls: 0 for no effect and ±100 for the full control effect; nearly all actives have a fitted effect of over 45% in size; many of its hits are not listed in these tables
D3 antag: antagonists of human D3 dopamine receptor | max response, negative = inhibition, % | P35462 | D3R cells, DiscoveRx beta-arrestin luminescence, antagonist mode; stronger effect = lower value | 360,000 compounds, 2.5% hits | AID 652054; in the data active = max response below about -50%; inconclusive = no clear call, values can overlap the other calls; note: % is set by controls: 0 for no effect and ±100 for the full control effect; mostly tested at two doses, the higher about 12 µM
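Cells expressing the human receptor were seeded at 1500 cells/well, incubated overnight at 37 degrees C in 5% CO2, then exposed to library compounds with dopamine controls for 90 minutes at 37 degrees C before luminescent detection.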
* marks the source's active call; other numbers are inactive results; i = inactive; ? = inconclusive; . = not tested or not shown; [ ] = another dose, or the depositor's remark. Unless noted, calls come from the whole dose curve; as a rule, active = well fitted curve in the direction sought with a large enough effect; inconclusive = small, poorly fitted or top-dose-only effect, or another doubt; inactive = no such curve, though single readings can be large; an effect the other way counts as inactive or inconclusive. The list is partial (hit frequency here may not be typical).

SMILES | DRD3 agonist | EPAC2 ag | PTHR1 agonist | Akt phos inh | CCT chaperon mod | MmCpn inh | EPAC2 antagonist | D3 antag
CC(C)[C@H]1CN=C2N(CCNC(=O)CCC3CCCCC3)[C@H](Cc3ccc(O)cc3)CN21 | -62 | 7% | -12% | i | 0.1 | . | 13% | -83*
CCc1ccccc1NC(=S)N1CCC(NC(=O)c2ccc(OC)cc2)CC1 | -5 | 7% | i | i | -2.0 | -4% | 14% | 7
COc1cc(NS(=O)(=O)c2ccc(C)cc2)ccc1-n1cnnn1 | -27 | 4% | -16% | i | -1.0 | 0% | -2% | -10
c1ccc2c(c1)SCc1nnc(-c3ccncc3)n1-2 | 8 | 8% | -33%[inhibitor] | i | 1.4 | -1% | 4% | 4
CN(CC(=O)NCc1ccncc1)S(=O)(=O)c1cc(Cl)ccc1Cl | 1 | 11% | i | i | 0.2 | 0% | 18% | 4
CCc1nc2ccc(C(=O)N3CCN(C(=O)c4ccco4)CC3)cn2c1N(C)C(=O)COc1ccccc1 | -3 | 6% | -3% | i | 1.9 | . | 0% | 0
COc1ccc(O)c(/C=N/NS(=O)(=O)c2ccc(C)cc2)c1 | 3 | 6% | i | i | -1.8 | 1% | 4% | -1
O=[N+]([O-])c1cc2c(c(CSc3ncccn3)c1)OCOC2 | 0 | 2% | -4% | i | -3.2 | 0% | -9% | 6
CC1CN(c2ccc([N+](=O)[O-])cc2Cl)CCN1S(C)(=O)=O (centres undefined) | 1 | 10% | -78%[inhibitor] | i | -4.3 | -2% | -1% | -6
CCN1C(=O)/C(=C2/C=Cc3ccccc3N2C)OC1=S | 6 | -31%[inhibitor] | i | i | 0.8 | 0% | 8% | 12
C#CCOc1coc(COC(=O)c2ccccc2)cc1=O | 9 | 4% | i | i | -3.0 | -2% | 8% | 17
C=CCN1C(=O)c2ccc(C(=O)N3CCN(S(=O)(=O)c4ccccc4Br)CC3)cc2C1=O | 5 | 4% | -26% | i | -3.9 | -1% | -4% | 4
CCCCNC(=O)C1C2C=CC3(CN(Cc4ccccc4Cl)C(=O)C13)O2 (centres undefined) | -2 | -5% | i | i | 0.2 | -1% | 3% | 2
O=C(NCc1cn2ccccc2n1)c1ccco1 | 2 | 11% | -19% | i | -0.5 | 3% | 3% | -14
COCCNC(=O)/C(C#N)=C\c1ccc(CNC(=O)C(=O)Nc2ccc(C)c(C)c2)o1 | -3 | 2% | i | i | -1.1 | 0% | -13% | 3
CCN1CCN(C(c2ccc(OC)cc2)C(O)C(=O)c2c[nH]c3ccccc23)CC1 (centres undefined) | 0 | ? | i | . | -3.0 | -2% | -27% | ?
C[C@@H]1CN([C@@H](C)CO)C(=O)c2cc(-c3ccccc3F)cnc2O[C@H]1CN(C)Cc1cccc(F)c1 | -9 | 7% | -20% | i | -1.0 | . | 2% | 0
C/C(=N\Nc1nc2ccccc2s1)c1ccc(Br)s1 | 4 | 5% | -32%[inhibitor] | i | -3.2 | 3% | -5% | 18
Cc1ccc(C2=NN(C3=NN=C(N)Cc4ncnn43)C(O)(C(F)(F)F)C2)cc1 (centres undefined) | 2 | -4% | i | i | -1.1 | 0% | 5% | 14
COc1ccc(NC(=S)NC(C)Cc2cccs2)cc1 (centres undefined) | 1 | 1% | i | i | -0.2 | 0% | -6% | -1
CSc1ccc(NC(=O)C2(C)CCN2C(=O)Cc2ccc(C(C)(C)C)cc2)cc1 (centres undefined) | 7 | 0% | -44%[inhibitor] | i | -0.6 | . | -16% | 14
CCc1ccc(C(=O)NNC(=O)CCC2CCCCC2)cc1 | -4 | -1% | i | i | 2.8 | -1% | -9% | 35
Cc1cc(NC(=O)CN2C(=O)NC3(CCC(C)CC3)C2=O)no1 (centres undefined) | -4 | 10% | i | i | -4.3 | 1% | -2% | -19
COC(=O)C1=C(C)N(Cc2ccccc2)C(=NCCCCO)N[C@H]1CCc1ccccc1 | -2 | 8% | i | i | -1.7 | 2% | 2% | -2
COc1ccc(S(=O)(=O)N(C)CC(=O)Nc2cccc(C(C)=O)c2)cc1Cl | -10 | -1% | -16%[57.5 µM] | i | -0.9 | 0% | -6% | -28
CCC(O)(CCN1CCCCC1)c1ccccc1 (centres undefined) | 4 | -1% | i | i | -0.9 | 1% | -2% | 15
CN1CC2(C(=O)c3ccccc3)CN(C)CC(C(=O)c3ccccc3)(C1)C2 | 3 | -3% | i | i | -1.4 | 1% | 11% | -4
CCOC(=O)N1CCN(Cc2nc(-c3ccc(OC)cc3)no2)CC1 | 12 | 6% | -3%[57.5 µM] | i | -1.7 | . | 0% | 19
Cc1nc(-c2ccccc2)sc1C(=O)/C=C/c1ccc(Cl)cc1 | 0 | 9% | -15% | i | -0.5 | -2% | -1% | -10
COc1ncnc2c1ncn2CCCN[C@H](C)c1cccc2ccccc12 | 1 | -7% | -16% | i | 0.2 | . | 7% | -14
CCCCN(C=O)c1c(CC)nc2c(OCCC3CCCCC3)cccn12 | -13 | 3% | -13% | i | -0.6 | . | -26% | -11
COc1cc(OC)c2c(-c3cccc(-c4cccc(N)c4)c3)cc(=O)oc2c1 | 2 | 9% | i | i | 0.8 | -7% | -2% | 4
CCOc1ccccc1NC(=O)CSc1nnc2ccc(-c3ccccn3)nn12 | -18 | 9% | i | i | -2.0 | 0% | -4% | -22
COc1ccc(F)cc1S(=O)(=O)Nc1cc2c3c(c1)CC(=O)N3CCC2 | 4 | 1% | i | i | -0.6 | 0% | -1% | 5
COc1cccc(C(=O)O/N=C(\N)c2ccc([N+](=O)[O-])cc2)c1OC | -21 | -20% | -7%[57.5 µM] | i | -3.2 | 1% | 4% | 3
CCCCN1C(=O)C(=O)N(c2ccccc2)C1=S | 5 | -8% | -19% | i | 4.1 | 0% | -4% | 3
CC/C(=N/N=C(\CC)c1ccccc1)c1ccccc1 | 4 | -6% | -33%[inhibitor] | i | -1.1 | 2% | -5% | 6
COc1ccc(NC(=O)c2sc(N3CCOCC3)nc2-c2ccccc2)c(OC)c1 | -2 | 25% | -21% | i | 0.5 | ? | -15% | 40
COC(=O)c1ccc(NC(=O)c2cccc(C)c2[N+](=O)[O-])cc1 | -6 | 12% | -14% | i | 0.2 | 0% | 8% | -20
CCOC(=O)c1ccccc1N1C(=O)CSC1=S | -2 | 2% | 0%[57.5 µM] | i | -1.4 | 1% | 0% | 3
CCOc1ccccc1N1CCN(Cc2ccc(OC)c(OC)c2OC)CC1 | -39 | 8% | -1% | i | -23 | 0% | -1% | -141*
COc1cc(OC)cc(C(=O)Nc2cc(C)on2)c1 | -7 | 4% | i | i | -0.2 | 0% | 8% | -4
CCCN(CCC)CC(O)Cn1cc(/C=C/C(=O)c2cccs2)c2ccccc21 (centres undefined) | -24 | 9% | i | i | 1.3 | -5% | -3% | -5
CC1(C)NC(=O)N(c2ccccc2Cl)C1(C)NO (centres undefined) | 0 | -4% | i | i | -0.8 | 1% | 5% | -9
Cc1ccc(C(=O)NC(=S)NCC2CCCO2)cc1[N+](=O)[O-] (centres undefined) | -5 | 4% | 0% | i | -2.6 | -4% | 1% | 1
Cc1cccc(NC(=O)COc2ccc3oc4c(c3c2)CCCC4)n1 | 11 | 7% | -27% | i | 0.6 | 1% | -2% | -12
Cc1cc(S(=O)(=O)Nc2c(C)ccc3nsnc23)ccc1F | 19 | 1% | i | i | 0.3 | 0% | -3% | 14
CCCOC(=O)c1ccc(-n2nnnc2SCC(=O)N2CCCCC2)cc1 | 0 | 0% | -21%[57.5 µM] | i | -0.5 | 1% | 13% | -11
COc1ccc(S(=O)(=O)N2CCC(C(=O)NC(C)CCc3ccccc3)CC2)cc1 (centres undefined) | 0 | 10% | i | i | -1.7 | 0% | -7% | 9
CCCc1cc(=O)[nH]c(SCC(=O)c2c(N)n(CC(C)C)c(=O)n(C)c2=O)n1 | -5 | -4% | -14% | i | 1.7 | -5% | 9% | 11

Continued; the last two above are carried over.
SMILES | DRD3 agonist | EPAC2 ag | PTHR1 agonist | Akt phos inh | CCT chaperon mod | MmCpn inh | EPAC2 antagonist | D3 antag
COc1ccc(S(=O)(=O)N2CCC(C(=O)NC(C)CCc3ccccc3)CC2)cc1 (centres undefined) | 0 | 10% | i | i | -1.7 | 0% | -7% | 9
CCCc1cc(=O)[nH]c(SCC(=O)c2c(N)n(CC(C)C)c(=O)n(C)c2=O)n1 | -5 | -4% | -14% | i | 1.7 | -5% | 9% | 11
Cc1noc(C)c1C(=O)N1CC(C)OC(C)C1 (centres undefined) | 1 | -3% | i | i | -3.8 | -3% | 12% | 1
CC(Oc1ccc(F)cc1)C(=O)NN (centres undefined) | 2 | -3% | i | i | 2.1 | 0% | 27% | 2
CCOc1ccc(NC(=O)CN(c2ccc([N+](=O)[O-])cc2)S(=O)(=O)c2ccccc2)cc1 | -26 | 24% | -16% | i | -1.7 | 0% | 14% | ?
COc1cc(C(=S)N2CCOCC2)cc(OC)c1OC(=O)c1ccc([N+](=O)[O-])cc1[N+](=O)[O-] | -3 | 5% | -9% | i | -2.3 | 1% | 1% | -16
COC(=O)CC(CC(=O)OC)n1cccc1 | -8 | 0% | -27% | i | 2.0 | . | -1% | ?
O=C(c1ccccc1)c1ccccc1NC(=O)C1CCCN1Cc1ccccc1 (centres undefined) | 9 | 20% | -7% | i | -1.2 | 0% | -9% | 15
CCOc1ccc(-n2c(SCC(=O)OC)nc3sc4c(c3c2=O)CCN(C)C4)cc1 | -8 | 5% | i | i | -3.5 | -4% | 4% | ?
C=C1CCN([C@@H](CC(C)C)C(=O)NCc2ccco2)S(=O)(=O)c2ccccc21 | -5 | 11% | -16% | i | -1.2 | . | -3% | 7
COc1ccc(CCN(C)C(=O)c2ccc(COc3ccccc3)o2)cc1OC | 8 | 2% | i | i | 1.3 | 0% | -1% | 21

Quoted at random: 3 records from the list, in no set order.
SMILES | DRD3 agonist | EPAC2 ag | PTHR1 agonist | Akt phos inh | CCT chaperon mod | MmCpn inh | EPAC2 antagonist | D3 antag
C=C1CCN([C@@H](CC(C)C)C(=O)NCc2ccco2)S(=O)(=O)c2ccccc21 | -5 | 11% | -16% | i | -1.2 | . | -3% | 7
COc1cc(C(=S)N2CCOCC2)cc(OC)c1OC(=O)c1ccc([N+](=O)[O-])cc1[N+](=O)[O-] | -3 | 5% | -9% | i | -2.3 | 1% | 1% | -16
CCOc1ccc(-n2c(SCC(=O)OC)nc3sc4c(c3c2=O)CCN(C)C4)cc1 | -8 | 5% | i | i | -3.5 | -4% | 4% | ?
